Bioassay records (PubChem)
ATXN2 expr inh: ATXN2 expression inhibition; HEK-293 ATXN2-luciferase reporter, luminescence, 24 h; Potency, µM (series often up to 57 µM), without a hit: at the top dose activity change, negative = inhibition, most hits filed as inhibitors; actives 0.72% (n = 360,000); AID 1745845; note: potency is the fitted concentration of half-maximal effect; % is set by controls: 0 for no effect and ±100 for the full control effect; nearly all actives have a fitted effect of over 55% in size
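ATXN2-luciferase reporter cells (luciferase flanked by upstream and downstream ATXN2 gene portions) were treated 24 h at 37 °C with compounds at up to 57 uM. SteadyGlo luminescence gave expression; GF-AFC fluorescence gave viability.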
HepG2 viability: kills HepG2 cells in TGF-b inhibitor counter-screen; HepG2 CAGA-GFP viability, ATP luminescence, 18 h; Potency, µM (doses to about 46.1 µM), for inactives: top-dose activity change, negative = cytotoxicity, hits mostly cytotoxic; actives 0.76% (n = 410,000); AID 588856; note: potency is the fitted concentration of half-maximal effect; some results filed as inactive show a strong effect at the top dose
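CellTiter-Glo luminescence gave cytotoxicity after 18 hours at 37 degrees C. The cells were HepG2 CAGA-GFP in 1% FBS DMEM, stimulated with 500 pg/mL TGF-beta after compound addition. %Activity was normalised to no-cell wells (complete cell-killing) and DMSO (no toxicity), and curves were fitted and classified.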
MCF10A rerep: DNA re-replication induction in MCF 10a cells; MCF 10A DNA re-replication, Hoechst nuclear intensity, 48 h; actives 2.9% (n = 350,000); Potency, µM (titrated, usually from 46.1 µM), for inactives: at the highest dose activity, positive = re-replication, most hits filed as activators; note: potency is the fitted concentration of half-maximal effect; % of control where 0% means no effect; nearly all actives have a fitted effect of over 50% in size
KB-3-1 cytotox: kills parental KB-3-1 adenocarcinoma cells. KB-3-1 viability, CellTiter-Glo ATP luminescence, 72 h. Potency, µM (titrated, usually from 46.1 µM), inactives show top-dose activity change, negative = cytotoxic, usual class: cytotoxic. actives 1.4% (n = 400,000); note: potency is the fitted concentration of half-maximal effect; % is set by controls: 0 for no effect and ±100 for the full control effect; nearly all actives have a fitted effect of over 60% in size
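Screening of KB-3-1 cells (DMEM, 10% FBS, phenol-red free) ran from lowest to highest compound concentration; after 72 h at 37 °C viability was read luminescently and curves fitted.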
HT1080NT lethal: kills 2HG-producing HT-1080-NT fibrosarcoma cells. actives 1.6% (n = 360,000). Potency, µM (titrated, usually from 46.1 µM), for inactives: top-dose activity, negative = less viability, hits mostly cytotoxic. HT-1080-NT fibrosarcoma viability, CellTiter-Glo ATP luminescence, 48 h;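 note: NT is the 2HG producing partner of a matched IDH1 knockdown line; potency is the fitted concentration of half-maximal effect; 0% = DMSO-treated cells and -100% = media-only wells without cells; nearly all actives have a fitted effect of over 55% in size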
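A 48-hour cytotoxicity screen used HT-1080-NT cells plated 2 hours before compound delivery. ATP-based CellTiter-Glo luminescence measured viability, normalized to DMSO and no-cell controls.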
IL-1B inflam inh: blocks inflammasome-driven IL-1 beta release; THP-1 LPS/ATP IL-1B secretion, AlphaLISA, 16 h; hits give low values; activity change, % at 57.5 µM; AID 743279; actives 4.7% (n = 360,000); in the data active = activity change below about -50%; inconclusive = mostly about -30% to -49%; note: % is set by controls: 0 for no effect and ±100 for the full control effect
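Secreted IL-1B measured by AlphaLISA bead assay after 16 h compound exposure of THP-1 cells; compounds (final up to 57.5 uM) added 1 h before LPS (250 ng/mL) and ATP (1.25 mM) stimulation; lower signal means less secretion.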
ATXN viability: cell viability loss in ATXN counter-screen; S2 cells (HEK-293 line with an ATXN2-luciferase reporter) viability, CellTiter-Fluor protease fluorescence, 24 h; Potency, µM (doses to about 56.7 µM), actives largely listed as cytotoxic; actives 0.49% (n = 400,000); note: potency is the fitted concentration of half-maximal effect; nearly all actives have a fitted effect of over 40% in size
SW480 rereplic: inducers of DNA re-replication in SW480 colon cancer cells | SW480 DNA re-replication, Hoechst DNA content imaging, 48 h | Potency, µM (titrated, usually from 46.1 µM), inactives show at the highest dose re-replication activation, usual class: activators | actives 1.8% (n = 340,000); note: potency is the fitted concentration of half-maximal effect; % of control where 0% means no effect; nearly all actives have a fitted effect of over 55% in size
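SW480 cells exposed to compounds for 48 hr at 37 C, 5% CO2, then Hoechst-stained 40 min. Nuclear DNA content imaged by fluorescence scanning (405 nm excitation, 500-530 nm emission); re-replication scored as increased high-intensity nuclei.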
HT1080 IDH1KD tx: toxicity to HT-1080 IDH1 knockdown cells (counter line) | HT-1080 IDH1 knockdown viability, ATP luminescence, 48 h | Potency, µM (doses to about 46.1 µM), for the others: at the highest dose activity, negative = toxicity, usual class: cytotoxic | actives 2% (n = 360,000) | AID 686971;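 note: potency is the fitted concentration of half-maximal effect; 0% = DMSO wells and -100% = cell-free medium wells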
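In this qHTS, HT-1080 cells depleted of IDH1 are exposed for 48 h at 37 °C to compound titrations. Toxicity is scored from CellTiter-Glo luminescence, with DMSO as full viability and medium alone as none.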
An asterisk follows results filed as active; i = inactive; ? = inconclusive; nt = no result given; & = joins results of further samples; [ ] = remark or other dose. Unless noted, calls come from the whole dose curve; as a rule, active = well fitted curve in the direction sought with a large enough effect; inconclusive = small, poorly fitted or top-dose-only effect, or another doubt; inactive = no such curve, though single readings can be large; an effect the other way counts as inactive or inconclusive.

[1] CCC(=O)Nc1ccc(C(=O)N/N=C/c2cc(Br)c(OC)cc2OC)cc1
[2] COc1ccc(-c2noc(COc3ccc4c(c3)OCO4)n2)cc1
[3] CCN(CC)CCNC(=O)c1c(O)c2cccc3c2n(c1=O)CCC3
[4] Cc1nn(CC(=O)NCCc2ccc(Cl)cc2)c(=O)c2cc3cc(F)ccc3n12
[5] CC(C)(C)NC(=O)Cn1c(=O)n(CC(=O)NC(C)(C)C)c2ccccc21
[6] CN(C(=O)CSc1nc(C2CC2)nc2ccccc12)c1nc(-c2ccccc2)cs1
[7] O=C(Cn1nnc(-c2ccccc2)n1)N/N=C/c1cccc([N+](=O)[O-])c1O
[8] Cc1nn(C)c2c1c(-c1ccccc1)cc(=O)n2Cc1c(F)cccc1Cl

assay / compound	1	2	3	4	5	6	7	8
ATXN2 expr inh	-1%	7%	-26%	6%	7%	0%	2%	12%
HepG2 viability	-35%	-30%	-15%	0%	-4%	3%	-10%	2%
MCF10A rerep	9%	16%	21%	nt	6%	?	7%	nt
KB-3-1 cytotox	17%	5%	-2%	1%	6%	-26%	?	-14%
HT1080NT lethal	11%	28%	-29%	nt	19%	?	-3%	nt
IL-1B inflam inh	?	-15	6	nt	11	-16	124	nt
ATXN viability	i	i	i	i	i	i	i	i
SW480 rereplic	-11%	15%	?	nt	-4%	15%	?	nt
HT1080 IDH1KD tx	18%	1%	?	nt	9%	?	?	nt

[9] Cc1ccc2c(CC(=O)N3CCOCC3)coc2c1
[10] COC(=O)c1ccc(-c2nc3cc(Cl)c(N)cc3s2)cc1
[11] COc1cc(/C=N/NC(=O)c2cc(-c3ccccc3)nc3ccccc23)cc(OC)c1O
[12] Cn1c(C2CCCCC2)nc2ccccc21
[13] CCc1cc(-c2n[nH]c(C)c2Oc2ccc(C(C)C)cc2)c(O)cc1O
[14] CC(C)(C)C1CCc2sc(C(=O)NNC(=O)CCl)cc2C1 (stereo unspecified)
[15] O=C(CN1CCCCC1)N/N=C/c1ccc(Cl)cc1
[16] Cc1cccc(-c2c(NC(=O)c3ccco3)oc3c(C)cccc3c2=O)c1

assay / compound	9	10	11	12	13	14	15	16
ATXN2 expr inh	nt	-3%	nt	12%	-32%	?	nt	-20%
HepG2 viability	4%	4%	-26%	-35%	-104%	-59%	-29%	-5%
MCF10A rerep	2%	0.65µM*	24%	?	?	?	-3%	9%
KB-3-1 cytotox	3%	-13%	2%	3%	?	-7%	0%	2%
HT1080NT lethal	14%	11%	-2%	-5%	-11%	-16%	4%	12%
IL-1B inflam inh	21	-2	29	-19	-20	-98*	-3	-9
ATXN viability	i	i	i	i	?	?	?	?
SW480 rereplic	-15%	?	-14%	-54%[inhibitor]	?	?	0%	-5%
HT1080 IDH1KD tx	9%	23%	3%	-7%	?	-19%	9%	23%

[17] Cc1cccc(-c2nc3c(cnn3-c3ccccc3)c(=O)n2-c2cccc(Cl)c2)c1
[18] COc1ccc(N2CCN(C(=O)C3CCCN3S(=O)(=O)c3cccc4nsnc34)CC2)cc1 (stereo unspecified)
[19] Nc1nc(NCc2ccccc2)nc(NCc2ccccc2)c1[N+](=O)[O-]
[20] O=C(NCCc1ccccc1)c1noc2c1CCc1ccccc1-2
[21] CCOc1ccccc1-c1nnc(SCc2ccc(Cl)cc2)o1
[22] CC1=C(C(=O)N2CCOCC2)CC(CC(=O)NCc2cccc3ccccc23)C(=O)N1Cc1ccc(C(C)(C)C)cc1 (stereo unspecified)
[23] CCNC(=O)C1CCN(S(=O)(=O)c2ccc3c(c2)CCCN3C(C)=O)CC1
[24] O=C(NCc1cccnc1)c1cc(-c2ccccc2)on1

assay / compound	17	18	19	20	21	22	23	24
ATXN2 expr inh	19%	nt	6%	50%[activator]	-2%	?	7%	2%
HepG2 viability	-12%	19%	-4%	0%	-57%	0%	-16%	-20%
MCF10A rerep	nt	5%	8%	-7%	nt	nt	nt	0%
KB-3-1 cytotox	?	8%	7%	1%	5%	?	-1%	1%
HT1080NT lethal	nt	-7%	10%	7%[9.24 µM]	nt	?	nt	-21%
IL-1B inflam inh	nt	-4	-4	-9	nt	?	nt	48
ATXN viability	i	i	i	i	i	?	i	i
SW480 rereplic	nt	-2%	0%	0%	nt	nt	nt	-4%
HT1080 IDH1KD tx	nt	-1%	6%	8%	nt	?	nt	-6%

[25] CC(=O)c1cccc(N(CC(=O)N2CCOCC2)S(C)(=O)=O)c1
[26] COc1ccc(N2C(=O)C(Cl)=C(N3CCN(Cc4ccccc4)CC3)C2=O)cc1
[27] COc1ccc(C2=NN(C(=O)c3cccs3)C(O)(C(F)(F)F)C2)cc1 (stereo unspecified)
[28] CCOc1ccc(S(=O)(=O)NCCC(=O)NCCc2ccc(C(C)C)cc2)cc1
[29] Cc1cc(C)c2[nH]c(=O)c(=O)[nH]c2c1
[30] Cc1ccccc1Oc1cc(-n2ncc(Cl)c(Cl)c2=O)ncn1
[31] CCN(Cc1ccccc1)C(=O)Cn1cc2c(n1)CCCC2
[32] Cc1cccc(OCC(O)CN2C(C)(C)CC(O)CC2(C)C)c1 (stereo unspecified)

assay / compound	25	26	27	28	29	30	31	32
ATXN2 expr inh	0%	-5%	-5%	-8%	-1%	7.9µM*	10%	-5%
HepG2 viability	2%	-2%	-13%	2%	-25%	7.1µM*	-12%	-33%
MCF10A rerep	18%	-14%	8%	?	1%	0.73µM*	7%	36%
KB-3-1 cytotox	8%	10%	?	1%	10%	15µM*	6%	7%
HT1080NT lethal	-1%	-25%	-18%	5%	-1%	13µM*	3%	-3%
IL-1B inflam inh	-6	4	-52*	-11	18	-106*	21	-2
ATXN viability	i	i	?	i	i	7.9µM*	i	i
SW480 rereplic	3%	0%	-5%	-2%	-11%	?	2%	1%
HT1080 IDH1KD tx	17%	2%	-25%	-10%	1%	7.3µM*	-10%	8%

[33] Cc1cccc(NS(=O)(=O)c2cc3c4c(c2)C(C)C(=O)N4CCC3)c1 (stereo unspecified)
[34] COc1cc(NC(=O)c2cc(Cl)c(OC)c(Cl)c2)ccc1NC(=O)c1cc2ccccc2o1
[35] CS(=O)(=O)NCCSc1cc(C(F)(F)F)nc2ccccc12
[36] CCN(CC)S(=O)(=O)c1ccc2oc(Nc3ccc4c(c3)OCCO4)nc2c1
[37] CN(C)[C@@H]1C(=O)C(C(N)=O)=C(O)[C@@]2(O)C(=O)C3=C(O)c4c(O)ccc(Cl)c4[C@@H](O)[C@H]3C[C@@H]12
[38] CCN(CC)C(=O)CSc1nnc(-c2ccccc2)n1-c1ccccc1
[39] COc1cc(OC)c(NC(=O)Cc2ccc(OC)c(S(=O)(=O)N3CCOCC3)c2)cc1Cl
[40] Oc1c(Br)cc(CNC2CCCCC2)cc1Br

assay / compound	33	34	35	36	37	38	39	40
ATXN2 expr inh	-3%	12%	-21%	3%	-6%&-5%	-6%	0%	10%
HepG2 viability	-10%	-11%	9%	-18%	-29%	-5%	0%	-5%
MCF10A rerep	-4%	nt	-8%	-5%	24%&-41%	10%	13%	?
KB-3-1 cytotox	3%	7%	-8%	-11%	0%	-16%	13%	?
HT1080NT lethal	-12%	nt	1%	-30%	?	5%	0%	1%
IL-1B inflam inh	32	nt	nt	21	5	-1	1	11
ATXN viability	?	i	i	i	?	i	i	i
SW480 rereplic	21%	nt	13%	-3%	?	-6%	1%	-8%
HT1080 IDH1KD tx	-10%	nt	-12%	?	?	0%	-5%	-14%

In the list so far, these have two or more sulfur atoms:
[6] CN(C(=O)CSc1nc(C2CC2)nc2ccccc12)c1nc(-c2ccccc2)cs1
[18] COc1ccc(N2CCN(C(=O)C3CCCN3S(=O)(=O)c3cccc4nsnc34)CC2)cc1 (stereo unspecified)
[35] CS(=O)(=O)NCCSc1cc(C(F)(F)F)nc2ccccc12

assay / compound	6	18	35
ATXN2 expr inh	0%	nt	-21%
HepG2 viability	3%	19%	9%
MCF10A rerep	?	5%	-8%
KB-3-1 cytotox	-26%	8%	-8%
HT1080NT lethal	?	-7%	1%
IL-1B inflam inh	-16	-4	nt
ATXN viability	i	i	i
SW480 rereplic	15%	-2%	13%
HT1080 IDH1KD tx	?	-1%	-12%

Going on with the list.
[41] O=C(N/N=C/c1ccc2c(c1)OCO2)c1ccn(Cc2ccc(Cl)cc2)n1
[42] CCCN(C(=O)COC(=O)c1[nH]c(C)c(C(=O)OC)c1C)c1c(N)n(Cc2ccccc2)c(=O)[nH]c1=O
[43] COc1ccccc1N1CCN(CC(C)N(C(=O)C2CCCCC2)c2ccccn2)CC1 (stereo unspecified)
[44] COc1ccc(S(=O)(=O)NCC2CCCN(C(=O)C=C(C)C)C2)cc1 (stereo unspecified)
[45] CCCCCCCCCCCCC(NC(C)=O)(C(=O)OCC)C(=O)OCC
[46] O=C(CCC1CCCCC1)Nc1cccnc1
[47] CCN(C(=O)COC(=O)c1cn(-c2ccccc2)nc1-c1ccccc1)C1CCS(=O)(=O)C1 (stereo unspecified)

assay / compound	41	42	43	44	45	46	47
ATXN2 expr inh	0%	25%	-27%	15%[11.3 µM]	-29%	1%	-10%
HepG2 viability	-15%	4%	-22%	3%	-15%	4%	-9%
MCF10A rerep	12%	2%	15%	0%	6%	11%	-2%
KB-3-1 cytotox	-4%	-1%	-6%	5%	14%	0%	?
HT1080NT lethal	?	-12%	0%	2%	1%	5%	-7%
IL-1B inflam inh	-6	6	8	23	43	13	?
ATXN viability	i	i	i	i	i	i	i
SW480 rereplic	1%	-63%[inhibitor]	4%	-22%	3%	?	-5%
HT1080 IDH1KD tx	-29%	-14%	0%	2%	19%	2%	-8%
